Source: PubChem BioAssay (NMMLSC)
VLA-4 allo ag: enhancers of LDV-FITC binding to VLA-4 integrin, primary screen, Jurkat cells, flow cytometry; activation, % at 10 µM (by protocol); 24,000 tested, under 10 active; Integrin alpha-4 (Homo sapiens), P13612;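 active = fluorescent ligand binding to cells raised by more than 40% of the manganese-induced maximum; inconclusive = compound's own fluorescence above 85% of the ligand control signal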;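 note: 0% = ligand binding without compound and 100% = manganese-stimulated maximal binding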
Target sequence (P13612 whole entry, looked up): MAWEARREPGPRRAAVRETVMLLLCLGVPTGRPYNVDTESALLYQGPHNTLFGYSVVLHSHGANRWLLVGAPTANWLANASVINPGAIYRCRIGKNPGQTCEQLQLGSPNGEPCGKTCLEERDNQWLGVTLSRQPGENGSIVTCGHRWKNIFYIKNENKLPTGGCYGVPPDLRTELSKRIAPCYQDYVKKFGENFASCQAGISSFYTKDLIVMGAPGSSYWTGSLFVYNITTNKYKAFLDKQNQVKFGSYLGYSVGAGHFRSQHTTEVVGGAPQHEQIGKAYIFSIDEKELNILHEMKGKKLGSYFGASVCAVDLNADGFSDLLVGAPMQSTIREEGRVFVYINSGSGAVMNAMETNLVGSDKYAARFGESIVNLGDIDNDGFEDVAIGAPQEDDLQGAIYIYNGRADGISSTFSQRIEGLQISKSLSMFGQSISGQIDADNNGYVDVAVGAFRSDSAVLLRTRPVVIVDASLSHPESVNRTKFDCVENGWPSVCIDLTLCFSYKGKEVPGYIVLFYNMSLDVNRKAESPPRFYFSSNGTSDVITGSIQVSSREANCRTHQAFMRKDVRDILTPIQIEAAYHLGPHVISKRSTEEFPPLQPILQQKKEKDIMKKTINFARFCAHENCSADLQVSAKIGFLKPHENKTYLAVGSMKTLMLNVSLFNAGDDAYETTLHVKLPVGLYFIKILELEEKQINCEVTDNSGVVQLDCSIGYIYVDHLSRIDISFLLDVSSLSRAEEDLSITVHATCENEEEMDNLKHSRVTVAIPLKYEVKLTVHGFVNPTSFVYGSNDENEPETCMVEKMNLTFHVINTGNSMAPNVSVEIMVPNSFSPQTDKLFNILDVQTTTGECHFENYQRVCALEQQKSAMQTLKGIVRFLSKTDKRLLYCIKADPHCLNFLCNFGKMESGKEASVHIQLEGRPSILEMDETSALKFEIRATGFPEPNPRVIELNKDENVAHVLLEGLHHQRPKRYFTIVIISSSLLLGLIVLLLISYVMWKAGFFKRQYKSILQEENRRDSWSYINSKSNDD
VLA-4 antagonist: inhibitors of LDV-FITC binding to Mn2+-activated VLA-4, primary screen, Jurkat cells. LDV-FITC binding with Mn2+, flow cytometry; 100% = Mn2+-driven binding gain fully reversed. inhibition, % at 10 µM (by protocol). 24,000 compounds, 0.2% hits. AID 529, 2006;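 active = inhibition above 50%; inconclusive = compound itself fluorescent, judged against control cell fluorescence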;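 note: 0% = Mn2+ stimulated cells lacking compound and 100% = ligand binding without Mn2+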
Jurkat autofluor: compound autofluorescence on Jurkat cells, primary screen, artefact control for VLA-4 allosteric ligand project, cell-based, flow cytometry; fluorescence ratio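 (tested at 10 µM compound in the well)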; active compounds read high; 1 = vehicle-only cell background; 24,000 compounds, 0.61% hits;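 active = fluorescence ratio above 2.44, which is 1 plus 3 SD of all ratios; inconclusive = signal too bright to measure linearly, ratio around 10 or more; inactive = fluorescence ratio below 2.44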;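 note: green fluorescence of cells measured with 488 nm excitation and 530 nm emission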
Prostate diff: activators of LNCaP prostate cell differentiation, primary screen, flow cytometry side scatter; 4 d; side scatter shift, % at 10 µM; 24,000 compounds, 0.56% hits;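 active = side scatter shift above 30%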;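 note: androgen-responsive LNCaP prostate cancer cells in charcoal-stripped serum medium; percent of cells past a gate set so DMSO wells show 10% shift; higher shift means more granular cells and more differentiation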
The depositor's hits bear a star; ? = inconclusive.

SMILES	VLA-4 allo ag	VLA-4 antagonist	Jurkat autofluor	Prostate diff
COc1nc2ccc(C)cc2cc1-c1noc(-c2cccnc2)n1	-4	-12	1.2	9
COc1ccc(OC)c(NC(=O)Nc2nnc(N3CCC(C)CC3)s2)c1	-3	3	1	11
CCCCc1c(O)nc(SCCN(C)C)n(-c2ccccc2)c1=O	-1	-17	1.1	12
COc1ccccc1S(=O)(=O)Cc1ccc(C(=O)NCc2cccs2)o1	-4	-9	1.1	3
CC(O)c1n(C)c(Cl)c[n+]1C (configuration not stated)	6	-22	1	21
CC(=O)N1CCc2cc(S(=O)(=O)CCC(=O)Nc3c(C)n(C)n(-c4ccccc4)c3=O)ccc21	-1	-9	1.1	9
C=CCN(C(=O)CSc1nc2[nH]ncc2c(=O)n1-c1ccccc1OC)c1ccccc1	3	1	1	1
Cc1nc2ncnn2c(C)c1CCC(=O)NCc1ccccc1	-4	-1	1.1	13
Cc1cc(OC(=O)N2CCOCC2)cc(C)c1Cl	0	-3	1.1	10
Cc1ccc(S(=O)(=O)N2CCN(c3nc(C(C)C)c4c(c3C#N)CC(C)(C)OC4)CC2)cc1	0	-8	1.2	12
CC(C)(C)c1ccc(C(=O)NCCC(=O)NCc2ccco2)cc1	2	-4	1.1	11
N#Cc1nc(N)nc(N(c2ccccc2)c2ccccc2)n1	3	11	0.95	8
CC(=O)Nc1cccc(NS(=O)(=O)c2cccc3nsnc23)c1	1	-5	1	19
Cc1cc(NS(=O)(=O)c2ccc(NC(=O)COc3ccc(Cl)cc3)cc2)no1	-7	3	1	4
CCn1cc(S(=O)(=O)CC(=O)Nc2ccc3c(c2)OCCO3)c2ccccc21	2	4	1.1	3
CCCCn1c(NCCC)nc2c1c(=O)[nH]c(=O)n2C	1	-16	0.91	4
CCC(C)N1CC23C=CC(O2)C(C(=O)OC)C3C1=O (configuration not stated)	0	14	1.1	1
COc1ccc(S(=O)(=O)NC(CC(=O)NCCc2ccc(OC)c(OC)c2)c2ccco2)cc1 (configuration not stated)	6	-4	0.99	10
Fc1ccc2nc(Nc3nc4c(s3)CCCC4)sc2c1	?	?	4.4*	11
COC(=O)c1cc2ccsc2n1Cc1cc(=O)n2ccccc2n1	?	?	1.2	5
CCOc1ccc(-n2c(=O)c3c4c(sc3n(CC(=O)NCc3ccco3)c2=O)CCC4)cc1	4	-22	1	19
O=C(Nc1cccc2ccccc12)c1cnccn1	?	?	1	9
CC12CN3CCN(CC(C3)C1(O)CN1CCCCC1)C2 (configuration not stated)	6	-13	0.98	4
CCCCn1c(SCC(=O)Nc2ccc(OC)cc2)nc2ccc(N3CCOCC3)cc2c1=O	-8	14	1	6
Cc1ccc(Cl)cc1N1CCN(C(=O)CCS(=O)(=O)c2cccc3nonc23)CC1	?	?	1.2	8
SMILES	VLA-4 allo ag	VLA-4 antagonist	Jurkat autofluor	Prostate diff
Cc1cc(C)cc(N2CCCn3c2nc2c3c(=O)n(CCN3CCOCC3)c(=O)n2C)c1	-2	-15	0.99	3
O=C(Nc1ccc(Cl)c(Cl)c1)N1CCC(N2CCCCC2)CC1	5	-4	1	12
CC1CCN(C(=O)Cn2cc3c(n2)CCCC3)CC1	0	-9	1	4
CCN(CCCNC(=O)CN1C(=O)COc2ccccc21)c1cccc(C)c1	0	-4	0.98	9
COc1cc(C2c3c(n[nH]c3C)C(=O)N2c2ccc(Br)cc2)ccc1O (configuration not stated)	-14	-6	1.1	3
c1ccc2c(c1)CNc1ccccc1C2	2	-2	1.1	8
CCOc1ccccc1C1CC(=O)Nc2cc3c(cc21)OCO3 (configuration not stated)	1	-4	0.96	11
O=C1NC(=O)C(CC(=O)N(Cc2ccco2)C2(C(=O)NC3CCCCC3)CCCCC2)N1 (configuration not stated)	1	6	0.95	1
COCCn1nnnc1C(C(C)C)N1CCN(C(=O)c2ccco2)CC1 (configuration not stated)	-4	-28	0.98	8
COc1ccc(CC(=O)Nc2ccc(-c3noc(-c4cc(OC)c(OC)c(OC)c4)n3)cc2)cc1	4	-10	1	4
Cn1c(=O)n(CCC(=O)O)c2ccccc21	-2	-14	1	6
COc1ccc2c(C(=O)CN(C)C3CCCCC3)c[nH]c2c1	?	?	6.7*	9
CCC(C)C(NS(=O)(=O)c1ccc(C)cc1)C(=O)NCCN1CCOCC1 (configuration not stated)	4	0	1	11
NC(=O)C1(N2CCCCC2)CCN(C(=O)CCCn2c(=O)[nH]c3ccsc3c2=O)CC1	0	10	1	8
C=CCn1c(SCC(=O)Nc2cccc(OC)c2)nnc1-c1cccnc1	-2	-6	1	3
Cc1cc(=O)oc2cc(OCC(=O)OCc3nnc(-c4ccccc4)o3)ccc12	-4	-2	1.1	15
O=C(CCn1c(=S)[nH]c2cc3c(cc2c1=O)OCO3)N1CCN(c2ccccn2)CC1	-2	-8	1.2	8
Cc1cc(C)nc(N2CCC(C(=O)NC3CCCCCC3)CC2)n1	-1	0	0.98	10
Cc1cc(NC(=O)CCC(=O)N(CC2CCCO2)C(C(=O)NC2CCCC2)c2ccccc2C)no1 (configuration not stated)	0	-28	1	24
O=C(Nc1nccs1)NC(C(F)(F)F)C(F)(F)F	-14	40	1	8
Cc1ccc(NC(=O)COc2ccc(/C(N)=N/O)cc2)cc1C	2	16	1	3
O=C1NCCCc2c1oc1ccc(O)cc21	2	-30	1	7
O=S(=O)(NCc1ccccc1)c1ccc2c(c1)OCCO2	2	-18	1	9
COc1ccc(OC)c(C(=O)c2coc3ccc(O)c(CN4CCOCC4)c23)c1	1	-2	1	15
COCCn1nnnc1C(c1cc2cc(C)cc(C)c2[nH]c1=O)N1CCN(c2ccccc2F)CC1 (configuration not stated)	-4	-14	1.1	2
SMILES	VLA-4 allo ag	VLA-4 antagonist	Jurkat autofluor	Prostate diff
Cc1ccc(Cn2c(C)nc3c(c2=O)c2nc4ccccc4nc2n3Cc2ccco2)cc1	-18	-4	1.3	5
Cc1ccccc1-c1nc(CN2CCCC(C(=O)NCCCN3CCOCC3)C2)c(C)o1 (configuration not stated)	5	-2	1.1	29
CC(O)CNc1ncnc2nc[nH]c12 (configuration not stated)	-6	-6	1.1	2
CCOC(=O)Cc1csc(NC(=O)c2cccc(N3C(=O)CCC3=O)c2)n1	-4	-7	1.1	9
CCOc1ccc(CCN2C(=O)CCC2(C)C(=O)NC(C)CC)cc1OCC (configuration not stated)	2	6	1.1	4
O=C(CSc1nnc(Cn2c(=O)sc3ccccc32)n1-c1ccccc1)NCc1ccco1	?	?	0.91	14
CCOC(=O)N1CCN(CC(O)COC2CC(C)CC(C)(C)C2)CC1 (configuration not stated)	-7	-17	0.99	16
COc1ccc(C)c(S(=O)(=O)Nc2ccc(OCC(=O)O)cc2)c1	2	-3	1	6
CN(Cc1ccccc1)Cc1nc2c([nH]1)c(=O)[nH]c(=O)n2C	2	-14	1	7
Cc1ccc(NC(=O)CCNS(=O)(=O)c2cccc3nonc23)cc1	2	-15	1.1	4
Fc1ccc(-c2ccc(-c3nn4c(-c5ccco5)nnc4s3)o2)cc1	-10	-14	1.1	11
CCOC(=O)c1c(NC(C)=O)sc2c(O)c(CN3CCN(CC)CC3)ccc12	5	22	0.99	4
COc1ccccc1C(=O)NCCNC(=O)c1ccco1	11	-8	1	9
COc1ccc(-n2c(Cc3cccn3C)nnc2SCC(=O)Nc2cc(Cl)ccc2OC)cc1	-3	14	1	13
CCOC(=O)c1[nH]c2c(c1C)C(=O)CC(c1ccco1)C2 (configuration not stated)	2	-10	1	5
CCN1CCN(C(=O)c2ccc3c(=O)n(Cc4ccccc4OC)c(=S)[nH]c3c2)CC1	-2	-20	1	4
CCOC(=O)c1oc2ccccc2c1NC(=O)c1cccc(OC)c1	3	-11	1.1	21
CCOC(=O)c1ccccc1NC(=O)c1cccnc1	2	-30	1	3
O=C(c1ccc(Br)o1)N(Cc1ccccc1)c1ccccn1	14	-23	1	8
COc1cc(OC)c(NC(=O)CCNC(=O)Cn2cnc3ccccc3c2=O)cc1Cl	?	?	1	5
O=C(NCc1ccco1)c1cnn2c(C(F)(F)F)cc(-c3ccco3)nc12	-5	11	1	3
COc1ccc(CCNC(=O)c2cnc3n(c2=O)CCS3)cc1OC	-9	-5	0.99	6
COCCc1ccc(OCC(O)CNC(C)C)cc1 (configuration not stated)	-3	-3	0.97	3
Cc1ccc(CN2CCN(CC(=O)N3CCC(C(N)=O)CC3)C2=O)cc1	0	-8	1.1	15
NC(=O)CSc1nnc(Cn2c(=O)sc3ccccc32)n1-c1cccc(Cl)c1	1	-12	1	1
SMILES	VLA-4 allo ag	VLA-4 antagonist	Jurkat autofluor	Prostate diff
COc1ccc(S(=O)(=O)NC(CC(=O)NC2CCCC2)c2ccco2)cc1 (configuration not stated)	0	2	1	11
COc1cccc(C2c3c(oc4ccccc4c3=O)C(=O)N2c2ccccn2)c1 (configuration not stated)	4	-10	0.87	11
Cn1cnnc1SCc1ccccc1Br	-1	8	1.1	1
CCOC(=O)CSc1nc2c(c(=O)n(C)c(=O)n2C)n1Cc1ccccc1F	-6	28	1.1	11
CCC(=O)N1CCc2cc(S(=O)(=O)NCCC(=O)NC3CCCc4ccccc43)ccc21 (configuration not stated)	?	?	1.6	1
COc1ccc(Nc2ccnc3ccccc23)cc1	-3	-9	1.1	18
CCOC(=O)c1cccc(NS(=O)(=O)c2cnc[nH]2)c1	8	6	1	8
CC1CCCCC1NC(=O)CCn1c(=O)oc2ccccc21 (configuration not stated)	11	-21	0.92	13
O=C(CN1CCN(Cc2ccccc2)C1=O)NCc1ccc(Cl)cc1	-7	-11	1	4
CCCN1C(=O)c2cc(C(=O)NCCc3cccc(C)c3)ccc2C1O (configuration not stated)	-12	8	1	7
O=C(CN1C(=O)CC(c2ccco2)Sc2ccccc21)NCc1ccc2c(c1)OCO2 (configuration not stated)	-1	5	1.1	11
c1ccc2c(SCc3cn4cccnc4n3)ncnc2c1	0	-1	1	14
COc1ccc(-n2c(=O)c3ccccc3n(CC(=O)NC3CCCCC3)c2=O)c(OC)c1	-9	21	1.1	6
COC(=O)C(O)(NC(=O)OCc1ccccc1)C(F)(F)F (configuration not stated)	2	-2	0.93	5
NC(=O)C1(N2CCCCC2)CCN(C(=O)Nc2ccccc2C(F)(F)F)CC1	8	-12	0.67	9
O=C(CN1CCN(c2ccc(Cl)cc2)CC1)Nc1cccc(F)c1	-2	4	0.93	10
COc1ccccc1C1CC(=O)NC(C)=C1C(=O)OCC(C)C (configuration not stated)	1	-14	0.96	11
Cc1cccn2c(=O)c3cc(C(=O)N4CCc5ccccc5C4)n(C)c3nc12	-3	24	1.2	4
O=C(CCn1[nH]c(=O)c2ccccc2c1=O)NCCO	?	?	1	1
CCOC(=O)CSc1nnc(CNC(=O)c2ccc(OC)cc2)n1Cc1ccccc1	1	5	0.99	1
N#Cc1cc2ccc(N3CCOCC3)cc2cc1C#N	?	?	1.2	5
O=C1NCCCN1Cc1ccc(F)cc1Cl	-2	17	1.1	3
Cc1cc(C)n(-c2cc(N3CCOCC3)ncn2)n1	5	-12	1	6
O=C(NCc1ccccc1)C1CCN(S(=O)(=O)N2CCOCC2)CC1	13	-4	0.94	11
CCOC(=O)N1CCC(n2c(SCC(=O)NCc3ccco3)nc3ccsc3c2=O)CC1	1	-1	1.1	5
SMILES	VLA-4 allo ag	VLA-4 antagonist	Jurkat autofluor	Prostate diff
O=C(c1cc(-c2ccncc2)nc2ccccc12)N1CCN(c2ccccn2)CC1	0	-2	0.99	1
O=C(c1ccc(C(F)(F)F)cc1)N1CCCCC1	-4	15	1	8
COCc1cc(=O)n2c(-c3ccc(C)cc3)n[nH]c2n1	-1	-9	1.1	10
CN(CC(O)COCc1cccs1)C1CCCCC1 (configuration not stated)	3	-12	0.99	1
O=C(O)C1CCCN1C(=O)Nc1ccc(F)cc1 (configuration not stated)	-4	-1	1	7
Brc1cnc(N2CCCC2)nc1N1CCCCC1	4	-21	0.99	9
CCOC(=O)Cn1c(CN(C)Cc2ccccc2)nc2c1c(=O)n(C)c(=O)n2C	-3	-8	0.97	18
COc1ccc(OC)c(C2C(C(N)=O)=C(C)Nc3nc(-c4cccc(Cl)c4)nn32)c1 (configuration not stated)	-8	-8	1	13

Only part of the results is shown; the hit share may differ from the screen's.
